Source: PubChem (Broad Institute)
Xi reactivation: X-chromosome reactivation activator | activation, % at 7.58 µM | hit rate 0.055% among 360,000 | XiGFP mouse fibroblasts, % GFP-positive cells imaging, 3 d; cells co-treated with 5-aza-dC sensitizer; scaled so ellipticine positive control = 100%;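 active means mean normalized replicate activation at least 10% and every replicate at or above 10%; inconclusive means only one of the two criteria met; inactive means mean below 10% and not all replicates reach 10%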;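 further: 0% = median of on-plate neutral control wells and 100% = ellipticine 6 µM median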
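System: SV40-immortalized XiGFP fibroblast cells, line 68-5-11 / Incubation: 3-day compound exposure, then 15 min fixation at room temperature / Compound: single concentration per compound, delivered by pin transfer / Buffer or medium: DMEM plus 5-aza-dC sensitizer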
RAD54 inh: blocks human RAD54 Holliday junction branch migration | AID 602329 | inhibition, % at 10.4 µM | Q92698 | FAM/BHQ fluorescence | hit rate 0.14% among 360,000;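 active means mean normalized replicate activity at least 40 and at least half of replicates scoring 40 or more; inconclusive means only one of the two criteria met; inactive means mean below 40 and under half of replicates reaching 40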;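 further: 0% = median of neutral control wells and 100% = median of positive control wells; inhibitors cause a drop in the FAM fluorescence signal; in these data hits start at about 50%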
INS-1E GSIS act: primary screen for activators of insulin secretion dependent on glucose, INS-1E cells, GLuc reporter luminescence | INS-1E GLuc reporter insulin secretion, 2-3 h | activation, % at 16.6 µM | hit rate 0.61% among 370,000 | AID 743287;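 active means lowest replicate activation of at least 40%, so every replicate reaches that level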;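 further: 0% = median of neutral control wells and 100% = median of IBMX positive control wells; some compounds called inactive have numbers as strong as hits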
RAD52 anneal inh: inhibitors of human RAD52 DNA annealing | recombinant RAD52 DNA annealing, FRET fluorescence | inhibition, % at 18.7 µM | hit rate 0.46% among 360,000;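 active means every replicate showing at least 50% inhibition; inconclusive means mean inhibition at least 50% but not in every replicate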
Target sequence (P43351 whole entry, looked up): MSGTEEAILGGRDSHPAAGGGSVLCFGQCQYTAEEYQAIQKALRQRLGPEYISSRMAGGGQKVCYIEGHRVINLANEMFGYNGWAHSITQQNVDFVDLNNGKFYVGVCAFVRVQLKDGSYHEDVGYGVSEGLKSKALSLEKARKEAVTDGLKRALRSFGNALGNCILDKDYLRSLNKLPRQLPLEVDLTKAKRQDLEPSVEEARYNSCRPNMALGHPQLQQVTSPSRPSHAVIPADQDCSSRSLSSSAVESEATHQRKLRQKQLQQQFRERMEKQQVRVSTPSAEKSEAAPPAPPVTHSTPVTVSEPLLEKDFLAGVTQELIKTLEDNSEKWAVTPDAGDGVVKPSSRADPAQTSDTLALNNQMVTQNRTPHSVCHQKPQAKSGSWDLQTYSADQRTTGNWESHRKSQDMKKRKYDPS
CFTR F508del cor: correctors of CFTR F508del function in bronchial epithelial cells | CFBE cells, YFP halide quenching; stimulated with forskolin plus potentiator P3; % fluorescence drop versus neutral controls | activity (quench increase), % at 7.58 µM | hit rate 0.36% among 350,000 | AID 720511;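 active means mean added fluorescence quench of at least 8% versus neutral control, with both replicates also reaching 8%; inconclusive means only one of the mean or replicate conditions met; inactive means mean below 8% and not both replicates reaching 8%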;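 further: cells transiently co-express mutant CFTR-F508del with the halide-sensitive YFP; corrector assay measuring rescue of mutant channel to the surface after 24 h compound exposure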
Casp6 inh: blocks human caspase-6 cleavage activity; purified caspase-6, Z-VEID-R110 cleavage fluorescence; P55212; hit rate 0.53% among 350,000; inhibition, % at 12.5 µM;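 active means mean inhibition across replicates at least about 35%, with every replicate also reaching that limit, limit read from the data; inconclusive means only one of the two criteria met; inactive means neither criterion met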;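 further: 0% = median of neutral control wells and 100% = no fluorescence left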
E-selectin induc: E-selectin induction on HUVECs; activation, % at 7.58 µM; hit rate 0.37% among 260,000; HUVEC E-selectin immunofluorescence imaging; normalized: neutral wells 0, TNF-alpha wells 100; P16581;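 active means mean E-selectin-positive cell signal at least 10% of the positive control, reached in at least 60% of replicates, without over 20% cell loss; inconclusive means no rule given, readout overlaps actives, possibly toxicity-flagged; inactive means the rest, including those meeting only one limit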;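 further: in these data hits start at about 27%; measured in HUVEC primary endothelial cells; signal is the percent of cells scored E-selectin positive by PE staining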
Target sequence (P16581 whole entry, looked up): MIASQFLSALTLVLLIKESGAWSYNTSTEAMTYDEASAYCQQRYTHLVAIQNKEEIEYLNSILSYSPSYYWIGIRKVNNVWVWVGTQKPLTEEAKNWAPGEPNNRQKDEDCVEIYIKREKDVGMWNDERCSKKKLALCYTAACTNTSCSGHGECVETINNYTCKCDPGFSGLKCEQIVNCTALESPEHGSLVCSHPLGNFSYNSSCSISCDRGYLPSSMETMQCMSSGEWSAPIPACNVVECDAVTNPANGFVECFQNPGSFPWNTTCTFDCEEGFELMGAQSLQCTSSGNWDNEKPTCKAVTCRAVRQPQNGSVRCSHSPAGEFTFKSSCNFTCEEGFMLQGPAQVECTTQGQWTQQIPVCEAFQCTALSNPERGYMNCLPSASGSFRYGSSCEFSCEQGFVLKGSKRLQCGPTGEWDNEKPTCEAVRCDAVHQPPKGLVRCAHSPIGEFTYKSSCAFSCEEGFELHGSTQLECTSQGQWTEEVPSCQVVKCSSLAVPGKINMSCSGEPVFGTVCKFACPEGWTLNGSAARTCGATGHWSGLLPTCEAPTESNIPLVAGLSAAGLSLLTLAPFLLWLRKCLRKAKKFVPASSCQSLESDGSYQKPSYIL
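material = human umbilical vein endothelial cells (HUVEC), E-selectin induction | quantity = 3,000 cells/well | medium = EGM-2 growth medium on 0.1% gelatin-coated wells | technique = immunofluorescence imaging | read-out basis = % PE-positive cells | control set = TNF-alpha positive control, DMSO neutral control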
DENV2 CPE: DENV2-induced cell death inhibition. DENV2-infected cells, cytopathic effect rescue, plate reader. CPE inhibition, % at 9.99 µM. hit rate 1.7% among 350,000; in the data active means CPE inhibition above about 20%, passing the limit was not always enough; inconclusive means no clear call, values can overlap the other calls; tested in BHK-21 cells;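 further: 0% = median of neutral control wells and 100% = median of positive control wells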
* marks the source's active call; other numbers are inactive results; ? = inconclusive; / = no result given. Outcome played no part in choosing rows; 3.7% or so of the library scored in one or more.

#	molecule	Xi reactivation	RAD54 inh	INS-1E GSIS act	RAD52 anneal inh
1	C/C=C/c1cnc2c(c1)C(=O)N([C@@H](C)CO)C[C@H](C)[C@@H](CN(C)S(=O)(=O)c1cn(C)cn1)O2	-0.3	6	23	4
2	COc1cc(OC)c(C(=O)OCN2C(=O)c3ccccc3C2=O)cc1OC	0.0	-6	6	-3
3	COc1ccc(CCNC(=O)COc2ccc(N(C)S(=O)(=O)c3ccc(C)cc3)cc2)cc1OC	0.3	/	-20	-4
4	COc1ccc(CN(C)C[C@H]2OCCCC[C@@H](C)Oc3ccc(NS(=O)(=O)c4ccc(F)cc4)cc3C(=O)N([C@H](C)CO)C[C@H]2C)cc1	0.0	-3	-21	49
5	Cc1ccc(S(=O)(=O)NNC(=O)Nc2ccc([N+](=O)[O-])cc2)c(C)c1	0.2	-4	3	-13
6	Cc1nc(C)n(C(C)CNC(=O)c2cccc(Br)c2)n1 (stereo not drawn)	0.1	4	2	-10
7	O=C(COc1ccc2ccc(=O)oc2c1)NC1CCCCC1	0.3	10	20	-4
8	S=C(Nc1ccc(Oc2ccccc2)cc1)NC1CCCC1	6.3	/	-16	-4
9	Cc1cccc(COCCN2CCN(S(=O)(=O)c3ccccc3)CCC2=O)c1	0.9	-2	1	-4
10	CCC(C)(C)NC(=O)COc1ccc(C(=O)c2ccccc2)cc1	0.0	/	-7	-12

#	CFTR F508del cor	Casp6 inh	E-selectin induc	DENV2 CPE
1	-2.5	6	0.2	-1
2	0.6	-5	/	5
3	-3.1	0	0.5	2
4	2.0	4	/	1
5	-1.7	4	-1.2	10
6	0.7	1	0.3	9
7	-1.2	-1	1.4	-2
8	/	-2	-1.8	-2
9	2.5	0	-0.1	6
10	0.0	0	/	2

Seven compounds from above, ordered by the number in CFTR F508del cor, high to low.
#	Structure	INS-1E GSIS act	RAD52 anneal inh	CFTR F508del cor	Casp6 inh
9	Cc1cccc(COCCN2CCN(S(=O)(=O)c3ccccc3)CCC2=O)c1	1	-4	2.5	0
4	COc1ccc(CN(C)C[C@H]2OCCCC[C@@H](C)Oc3ccc(NS(=O)(=O)c4ccc(F)cc4)cc3C(=O)N([C@H](C)CO)C[C@H]2C)cc1	-21	49	2.0	4
6	Cc1nc(C)n(C(C)CNC(=O)c2cccc(Br)c2)n1 (stereo not drawn)	2	-10	0.7	1
2	COc1cc(OC)c(C(=O)OCN2C(=O)c3ccccc3C2=O)cc1OC	6	-3	0.6	-5
10	CCC(C)(C)NC(=O)COc1ccc(C(=O)c2ccccc2)cc1	-7	-12	0.0	0
7	O=C(COc1ccc2ccc(=O)oc2c1)NC1CCCCC1	20	-4	-1.2	-1
5	Cc1ccc(S(=O)(=O)NNC(=O)Nc2ccc([N+](=O)[O-])cc2)c(C)c1	3	-13	-1.7	4

Next part
#	molecule	Xi reactivation	RAD54 inh	INS-1E GSIS act	RAD52 anneal inh
11	COc1cccc(-n2c(Cc3cc(=O)[nH]c(=O)[nH]3)nnc2SCc2cccnc2)c1	-0.1	1	1	-33
12	O=C(Nc1nc(-c2ccco2)c(-c2ccco2)s1)c1c(F)cccc1Cl	0.4	8	0	-14
13	COC(=O)c1cc(CNC(=O)c2sccc2-c2ccccc2)ccc1OC	0.1	4	3	-16
14	CNS(=O)(=O)c1ccc(N2CCCC2)c([N+](=O)[O-])c1	0.0	/	7	-5
15	COc1ccc(CC(=O)N(Cc2ccccc2)c2ccccc2)cc1S(=O)(=O)N1CCOCC1	0.0	5	-16	-16
16	CCOC(=O)Cc1c(-c2cccc(Cl)c2)nc2c3ccccc3ccn12	0.3	/	16	-19
17	C[C@H]1CN([C@@H](C)CO)C(=O)c2cc(C#CCN(C)C)cnc2O[C@@H]1CN(C)Cc1ccccc1F	0.0	-13	14	15
18	CC(C)(C)n1nc(Cc2cccc3ccccc23)c(C#N)c1N	0.0	2	-22	-4
19	C[C@@H]1CN([C@H](C)CO)C(=O)Cc2cc(NC(=O)C3CC3)ccc2O[C@@H]1CN(C)Cc1ccncc1	-0.7	2	14	-5
20	Cc1ccc(-n2nc3c(=O)n(CC(=O)NC4CCCCC4)nc(C)c3c2C)cc1	0.1	4	9	-11

#	CFTR F508del cor	Casp6 inh	E-selectin induc	DENV2 CPE
11	0.2	0	/	0
12	0.8	75*	/	-1
13	0.1	-3	-0.3	11
14	-0.9	1	-0.4	0
15	-4.4	-1	0.6	2
16	-0.3	-1	0.0	-4
17	/	1	-0.3	?
18	-0.6	-1	-0.1	2
19	-0.4	-1	0.5	21*
20	2.5	2	/	-2

New compounds follow.
#	molecule	Xi reactivation	RAD54 inh	INS-1E GSIS act	RAD52 anneal inh
21	N#C/C(=C(/O)c1ccc([N+](=O)[O-])cc1)c1nc2ccccc2[nH]1	0.3	14	7	-15
22	Nc1nc(-c2ccco2)nn1C(=O)c1ccc(F)cc1	0.0	-6	-7	-9
23	COC(=O)[C@@H]1C[C@@]2(O)[C@H](O)[C@H](O)[C@H](O)C[C@H]2N1Cc1cccc2ccccc12	-0.6	-17	3	-8
24	Cc1nnc(SCC(=O)NC(C)(C)C)n1C1CCCCC1	0.0	/	2	-8
25	CCCNC(=O)[C@@H]1N[C@@H]2c3ccc(-c4cccc(F)c4)c(=O)n3C[C@@H]2[C@H]1CO	0.3	/	8	/
26	CCO[C@@H]1OC(C(=O)NCc2nc3ccccc3[nH]2)=C[C@H](c2ccccc2)[C@H]1CCCO	0.0	3	-21	-26
27	O=C1CCCN1Cc1ccccc1	0.1	-14	23	13
28	C[C@@H]1CN([C@@H](C)CO)C(=O)c2cc(NC(=O)C3CCCCC3)ccc2O[C@@H](C)CCCCO[C@H]1CN(C)CC1CCCCC1	-1.1	1	-12	-15
29	COc1cccc(CNC(=O)C[C@@H]2CC[C@H](NC(C)=O)[C@@H](CO)O2)c1	0.3	-3	6	8
30	C[C@@H]1CN([C@@H](C)CO)C(=O)c2ccccc2-c2ccccc2CO[C@@H]1CN(C)C(=O)Nc1ccc(F)cc1	0.3	-2	-16	18

#	CFTR F508del cor	Casp6 inh	E-selectin induc	DENV2 CPE
21	1.8	-4	0.0	-3
22	-1.4	-1	/	7
23	-0.3	0	-0.1	5
24	2.0	-2	3.3	-4
25	1.2	/	0.2	/
26	1.9	-2	0.0	1
27	-0.8	-3	-0.2	0
28	1.9	1	2.4	-7
29	-2.6	-3	0.7	0
30	-0.5	1	0.2	0

The listing continues.
#	molecule	Xi reactivation	RAD54 inh	INS-1E GSIS act	RAD52 anneal inh
31	COCC(=O)N1[C@@H]2CN(C(=O)c3ccccc3)c3ccccc3[C@@H]2[C@@H]1CO	0.4	-3	4	7
32	O=C(CSc1nnc(Cn2c(=O)sc3ccccc32)n1-c1ccccc1)N1CCOCC1	/	-2	-14	-3
33	O=C(COC(=O)CSc1ccc(F)cc1)NCC1CCCCC1	0.2	8	0	8
34	COc1ccc(C=C(C(=O)O)c2ccc(OC)cc2)cc1	-0.1	/	49*	-21
35	COC(=O)C(C(=O)OC)c1ncccc1[N+](=O)[O-]	0.0	3	/	-3
36	CC(=O)NCc1ccc(S(=O)(=O)N/N=C/c2ccc(Br)cc2)cc1	0.0	/	18	8
37	CO[C@H](CN(C)C(=O)c1cnccn1)[C@@H](C)CN([C@H](C)CO)S(=O)(=O)c1ccc(Cl)cc1	-0.1	-2	-5	-15
38	CO[C@@H]1CC[C@@H]2CCN(C)C(=O)[C@@H](C)N(C)C(=O)c3cccc(C#N)c3OC[C@H]1O2	0.1	5	9	-2
39	O=C(Cn1ccc(NC(=O)OCc2ccccc2)nc1=O)NCc1ccccn1	0.0	5	-6	-2
40	O=C(Nc1ccc(F)cc1)Nc1csc2ccccc12	0.0	4	-15	-12

#	CFTR F508del cor	Casp6 inh	E-selectin induc	DENV2 CPE
31	0.6	1	0.0	-6
32	-1.0	-1	/	18
33	1.2	-76	/	3
34	0.1	-3	/	9
35	-2.0	0	/	?
36	/	1	/	-2
37	-0.6	2	0.1	1
38	/	-3	0.6	-1
39	-0.1	0	-0.1	2
40	-0.4	1	0.5	-3

(cont.)
#	molecule	Xi reactivation	RAD54 inh	INS-1E GSIS act	RAD52 anneal inh
41	O=C(Sc1ccc(Cl)cc1)c1cccc(Cn2cc(C(F)(F)F)ccc2=O)c1	0.0	/	13	-7
42	O=C(C[C@H]1C[C@H](C(=O)N2CCOCC2)[C@@]2(CCC3CCCC3)c3[nH]c4cc(-c5ccco5)ccc4c3CCN2C1=O)NCCN1CCOCC1	0.0	8	15	-24
43	O=C(CN1CCS(=O)(=O)CC1)NNC(=O)C1CCCCC1	0.0	/	-2	-23
44	O=c1[nH]c2ccccc2cc1CN(CC1CCCO1)S(=O)(=O)c1ccccc1 (stereo not drawn)	0.0	-5	14	8
45	Cc1cc(NS(=O)(=O)c2ccc(NC(=O)c3cc4c(=O)n5ccccc5nc4s3)cc2)nc(C)n1	0.0	/	5	-22
46	CCC(=O)c1ccc(OCC(=O)OCC(=O)NC2CCCCCC2)cc1	-0.1	/	-2	-10
47	N#C/C(=C\c1cccc(O)c1)c1nc2ccccc2o1	-0.1	-4	-3	-18
48	Cc1ccc(NC(=O)CSc2nc3ccccc3c(=O)n2CCCN2CCCCC2)cc1Cl	-0.1	-5	-29	24
49	CS(=O)(=O)N1CC2(C1)[C@@H](c1ccccc1)[C@@H](CO)N2Cc1ccc(F)cc1	0.0	/	-7	-11
50	Cc1ccc(OCC(=O)NCCNC(=O)COc2ccc(C)cc2)cc1	0.0	-5	8	5
51	O=S(=O)(c1ccc(F)cc1)N1CCCCN2[C@H](CO)[C@H](c3ccc(-c4ccccc4F)cc3)[C@@H]2C1	/	0	/	13

#	CFTR F508del cor	Casp6 inh	E-selectin induc	DENV2 CPE
41	0.5	2	-0.2	?
42	-2.0	-39	/	-2
43	-0.7	-4	0.9	2
44	0.4	-2	0.1	-4
45	1.1	20	0.2	5
46	5.1	4	-1.9	15
47	0.3	1	1.5	6
48	1.8	10	16	8
49	0.0	1	-0.1	17
50	-0.9	-5	/	-3
51	0.3	-2	/	5

4 of these compounds in a different format.
[32] O=C(CSc1nnc(Cn2c(=O)sc3ccccc32)n1-c1ccccc1)N1CCOCC1
  Xi reactivation = / | RAD54 inh = -2 | INS-1E GSIS act = -14 | RAD52 anneal inh = -3 | CFTR F508del cor = -1.0 | Casp6 inh = -1 | E-selectin induc = / | DENV2 CPE = 18
[33] O=C(COC(=O)CSc1ccc(F)cc1)NCC1CCCCC1
  Xi reactivation = 0.2 | RAD54 inh = 8 | INS-1E GSIS act = 0 | RAD52 anneal inh = 8 | CFTR F508del cor = 1.2 | Casp6 inh = -76 | E-selectin induc = / | DENV2 CPE = 3
[34] COc1ccc(C=C(C(=O)O)c2ccc(OC)cc2)cc1
  Xi reactivation = -0.1 | RAD54 inh = / | INS-1E GSIS act = 49* | RAD52 anneal inh = -21 | CFTR F508del cor = 0.1 | Casp6 inh = -3 | E-selectin induc = / | DENV2 CPE = 9
[35] COC(=O)C(C(=O)OC)c1ncccc1[N+](=O)[O-]
  Xi reactivation = 0.0 | RAD54 inh = 3 | INS-1E GSIS act = / | RAD52 anneal inh = -3 | CFTR F508del cor = -2.0 | Casp6 inh = 0 | E-selectin induc = / | DENV2 CPE = ?
